# Screening results deposited in PubChem BioAssay by several laboratories.
# D1 allo mod = D1 dopamine receptor (human) allosteric modulation | P21728 | HEK293 D1, CRE-luciferase, dopamine EC30 potentiation; actives deviate in either direction | B-score at 10 µM | hit rate 5.9% among 58,000 | AID 641;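 active means luminescence count or its row- and column-corrected plate score outside the 99.7% band of the plate's sample wells, on either side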
# MKP-1 inh = human dual specificity phosphatase 1 inhibition; recombinant MKP-1, OMFP hydrolysis fluorescence; AID 374; P28562; inhibition, %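 (compounds tested at a single concentration somewhere between 10 and 100 µM)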; hit rate 0.15% among 65,000;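 active means inhibition above about 50%, limit read from the data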;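 further: 0% = DMSO max control wells and 100% = wells with enzyme stopped by NaOH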
# Target sequence (P28562 whole entry, looked up): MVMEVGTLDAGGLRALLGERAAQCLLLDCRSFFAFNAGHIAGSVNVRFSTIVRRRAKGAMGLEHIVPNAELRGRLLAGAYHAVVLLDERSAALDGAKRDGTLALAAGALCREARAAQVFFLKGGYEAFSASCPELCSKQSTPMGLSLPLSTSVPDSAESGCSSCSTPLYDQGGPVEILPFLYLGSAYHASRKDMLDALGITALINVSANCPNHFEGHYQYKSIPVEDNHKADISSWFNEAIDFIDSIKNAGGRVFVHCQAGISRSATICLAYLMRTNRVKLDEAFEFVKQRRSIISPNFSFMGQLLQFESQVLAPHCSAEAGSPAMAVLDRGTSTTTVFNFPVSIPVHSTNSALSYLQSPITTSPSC
# SF1 activator = activators of human nuclear receptor SF-1; Q13285; CHO-K1 Gal4-SF-1 LBD luciferase reporter; % increase over DMSO SF-1-specific signal; activation, % at 10 µM; hit rate 1.9% among 65,000;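 active means activation above the mean activation of all tested compounds plus 3 SD, cut at about 50% in these data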
#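 Assay system – CHO-K1 cells with Gal4–hSF-1 LBD chimera plus Gal4-driven luciferase · Quantity – 4,000 cells per well · Times – compound added 1 h post-seeding, 20 h exposure at 37 °C, 5% CO2 · Measured by – luciferase light emission · Benchmarks – DMSO and mock-transfected background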
# Cdc25B block = inhibitors of human Cdc25B phosphatase; inhibition, %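 (compounds tested at 10 µM final in the well)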; P30305; hit rate 0.1% among 65,000; recombinant Cdc25B, OMFP fluorescence Ex485/Em525; in the data active means inhibition above about 50%
# FXIIa mix inh = inhibitors of human coagulation factor XIIa, pooled mixtures. purified FXIIa, fluorogenic substrate. inhibition, % at 5 µM. hit rate 0.2% among 62,000; in the data active means inhibition above about 20%, passing the limit was not always enough;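 further: 0% = enzyme without compound and 100% = no enzyme blank; some results filed as inactive read as strong as hits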
# RORA act = RORA (human) activation | P35398 | CHO-K1 Gal4-RORA LBD luciferase reporter, luminescence; percent increase over mock-subtracted basal signal | activation, % at 10 µM | hit rate 1.5% among 65,000 | AID 560;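 active means activation above the mean of all tested compounds plus 3 SD, cut at about 49% in these data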;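 further: 0% = DMSO-treated RORA cells and 100% = added signal equal to DMSO minus mock-transfected cells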
# Target sequence (P35398 whole entry, looked up, the tested form may be a part): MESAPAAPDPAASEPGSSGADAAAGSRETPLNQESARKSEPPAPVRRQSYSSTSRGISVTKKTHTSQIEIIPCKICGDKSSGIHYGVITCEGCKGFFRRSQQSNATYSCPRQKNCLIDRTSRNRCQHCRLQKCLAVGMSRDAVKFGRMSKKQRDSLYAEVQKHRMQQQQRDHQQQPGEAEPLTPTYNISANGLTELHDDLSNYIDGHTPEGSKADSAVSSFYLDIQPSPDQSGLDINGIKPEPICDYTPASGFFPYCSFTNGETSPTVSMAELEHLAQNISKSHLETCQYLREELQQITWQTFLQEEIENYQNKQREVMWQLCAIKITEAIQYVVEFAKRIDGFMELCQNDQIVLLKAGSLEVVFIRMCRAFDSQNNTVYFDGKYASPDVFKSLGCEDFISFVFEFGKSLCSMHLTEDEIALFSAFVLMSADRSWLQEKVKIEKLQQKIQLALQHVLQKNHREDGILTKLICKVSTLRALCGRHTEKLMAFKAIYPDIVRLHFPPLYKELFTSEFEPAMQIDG
# Hsp90 inh = displaces geldanamycin probe from tumor Hsp90; P07900; NCI-N417 lysate Hsp90, Cy3B-geldanamycin FP displacement; inhibition, % at 30 µM; hit rate 0.35% among 64,000; AID 429;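 active means inhibition above 50%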;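 further: 0% = tracer plus lysate wells and 100% = tracer alone without lysate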
# HER2 expr 66K = Her2 kinase expression inhibition; hit rate 0.69% among 65,000; P04626; HER2 level % of control, % at 10 µM; SKBR-3 HER2 protein level, AlphaScreen, 18-24 h; hits give low values;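 active means HER2 level under 5% of the carrier-only control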;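 further: 100% = DMSO carrier and 0% = 500 nM PU-H71 HSP90 inhibitor; lower value means stronger loss of Her2 protein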
# TNAP act mid DEA = human TNAP activation, intermediate phosphate acceptor. P05186. purified TNAP, CDP-star luminescence, 100 mM DEA, 30 min; hits give high values; scale: 0 levamisole-inhibited, 1 vehicle-only enzyme. activation factor at 20 µM. 64,000 tested, under 10 active. AID 813;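 active means activation factor of at least 2 at 20 µM, relative to controls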
# An asterisk follows results filed as active; / = not tested or not shown.
SMILES,D1 allo mod,MKP-1 inh,SF1 activator,Cdc25B block,FXIIa mix inh,RORA act,Hsp90 inh,HER2 expr 66K,TNAP act mid DEA
O=c1cc(CSc2nnc(COc3ccccc3)o2)c2ccccc2[nH]1,0.097,0,-6,-2,-2,0,-4,76,0.8
COc1ccc(OC)c(C2/C(=C(/O)c3ccccc3)C(=O)C(=O)N2Cc2ccco2)c1 (configuration not stated),/,-17,-9,22,4,8,-3,104,0.9
NC(=O)C1CCN(C(=O)CN2CCCc3ccccc32)CC1,-0.025,7,2,-1,1,-3,-3,77,1
COc1ccc(OCCNS(=O)(=O)c2ccccc2)cc1,-0.048,8,-8,-3,4,-8,0,50,0.9
COc1ccccc1N(O)C1CC(=O)N(c2ccc(Br)cc2)C1=O (configuration not stated),/,3,-3,20,/,-16,34,64,0.9
CCCCc1ccc(NS(=O)(=O)N(C)C)cc1,-1.6,4,13,-1,6,-5,-2,91,0.9
O=C1CN(C(=O)COC(=O)c2ccccc2NC(=O)c2ccco2)c2ccccc2N1,0.0013,2,7,2,1,-24,-3,84,0.8
Cc1cccc(NC(=O)C2C(C(=O)O)C3C=CC2C32CC2)c1C (configuration not stated),-0.25,-1,8,-9,8,6,0,99,0.9
S=C(c1ccc(N2CCCC2)cc1)N1CCCCC1,-0.0042,22,-22,1,0,2,-6,106,0.8
O=C(c1ccccc1)C1CCc2occc2C1=O (configuration not stated),-0.39,2,-6,13,5,2,-13,77,1
CCOC(=O)c1cn(CC(=O)Nc2ccc(C(C)C)cc2)nn1,-0.27,4,3,22,4,-24,-5,101,0.9
c1ccc2nc3c(nc2c1)sc1nc2ccccc2n13,0.99,1,6,-5,4,-13,/,41,0.9
COc1ccc(C2=CC(c3ccc(C)cc3)n3nnnc3N2)cc1 (configuration not stated),/,-3,3,1,/,-9,-1,122,0.8
N#Cc1c(NCCCO)nc(NCc2ccccc2)c2c1CCN(Cc1ccccc1)C2,-0.58,22,-2,2,8,4,-3,85,0.9
Cc1c(NC(=O)c2cc(-c3cccs3)on2)c(=O)n(-c2ccccc2)n1C,-0.99,5,-7,11,-12,22,-7,86,1

# Fetched by compound from the list above (six):
SMILES,D1 allo mod,MKP-1 inh,SF1 activator,Cdc25B block,FXIIa mix inh,RORA act,Hsp90 inh,HER2 expr 66K,TNAP act mid DEA
S=C(c1ccc(N2CCCC2)cc1)N1CCCCC1,-0.0042,22,-22,1,0,2,-6,106,0.8
O=c1cc(CSc2nnc(COc3ccccc3)o2)c2ccccc2[nH]1,0.097,0,-6,-2,-2,0,-4,76,0.8
COc1ccccc1N(O)C1CC(=O)N(c2ccc(Br)cc2)C1=O (configuration not stated),/,3,-3,20,/,-16,34,64,0.9
CCCCc1ccc(NS(=O)(=O)N(C)C)cc1,-1.6,4,13,-1,6,-5,-2,91,0.9
CCOC(=O)c1cn(CC(=O)Nc2ccc(C(C)C)cc2)nn1,-0.27,4,3,22,4,-24,-5,101,0.9
O=C(c1ccccc1)C1CCc2occc2C1=O (configuration not stated),-0.39,2,-6,13,5,2,-13,77,1

# Further results
SMILES,D1 allo mod,MKP-1 inh,SF1 activator,Cdc25B block,FXIIa mix inh,RORA act,Hsp90 inh,HER2 expr 66K,TNAP act mid DEA
CC(=O)N(Cc1ccco1)C1(C(=O)NC2CCCCC2)CCCCC1,-0.21,3,-15,0,-14,5,/,135,1
COc1cc(NS(=O)(=O)c2cccc3nsnc23)c(C(=O)O)cc1OC,0.059,-2,14,3,3,-6,-2,90,0.9
CC(Sc1nnc(C2CCCCC2)n1N)C(=O)NCc1ccc2c(c1)OCO2 (configuration not stated),1.2,-2,19,-6,2,10,1,113,0.9
O=C1Nc2ccccc2OC1CC(=O)N1CCCC1 (configuration not stated),-0.69,-13,-6,0,4,2,-4,85,0.9
CCCC(=O)c1cc2ccccc2oc1=O,0.27,0,6,0,-15,-24,3,117,0.9
COC(=O)CSc1nnc(-c2ccoc2C)n1-c1ccc(OC)cc1,-0.74,25,-11,7,0,6,-4,97,0.9
Cn1ncc(N)c1C(=O)Nc1cccc(C(F)(F)F)c1,-0.059,-10,12,-1,-19,0,0,87,0.9
CCn1c2ccccc2c2nc3ccccc3nc21,5.6*,3,31,-9,5,26,-5,99,0.9
Cc1ccc(C)c(N=C2NC(=O)CS2)c1,0.51,29,17,-9,2,-1,3,107,0.8
Cc1onc(-c2ccccc2)c1C(=O)Oc1cccnc1,6.7*,-1,-9,-6,2,-22,-4,106,1
CC(=O)c1cnc2nc(C(F)(F)F)nn2c1C,0,9,8,0,3,-13,0,99,0.8
COCCNC(=O)CN1C(=O)CSc2ncccc21,-0.36,-4,16,-2,1,19,-1,98,0.8
O=C(NCc1ccco1)c1cc2ccccc2o1,0.34,-11,0,-6,4,19,1,78,0.9
COc1cc(/C=c2\sc3nc(-c4ccncc4)nn3c2=O)ccc1OC(C)=O,-0.4,43,1,1,8,-8,-10,85,0.9
COC(=O)c1ccc(CSc2ccc3nnc(-c4ccc(OC)c(OC)c4)n3n2)o1,-0.74,36,38,-2,2,-2,-3,83,0.9
Cc1cc(C)n2nc(C(=O)NCc3ccco3)nc2n1,-0.35,-4,6,1,0,-2,-2,79,0.8
CC(C)(C)c1cc(CCC(=O)N2CCNCC2)c(C(C)(C)C)cc1O,0.07,14,-7,-17,-8,0,-2,88,1
O=C(NCC1CCCO1)C1CCCN(S(=O)(=O)c2cccc3nsnc23)C1 (configuration not stated),-0.33,-2,-1,-6,1,-3,-2,89,0.8
O=C1C=C(NCc2ccccc2)C2(CCCCC2)O1,-0.77,13,5,3,8,2,3,78,0.9
O=C1Nc2ccccc2C(O)(C(=O)N2CCCCC2)N1c1ccccc1 (configuration not stated),-0.06,7,-4,-12,3,-9,-5,106,0.9
Cc1ccc(Nc2cc(C)nc3nnnn23)cc1,-0.12,3,0,-9,15,-6,1,82,0.9
NC(=O)C1(N2CCCCC2)CCN(CC(=O)Nc2ccc(Oc3ccccc3)cc2)CC1,-0.74,35,2,-8,-1,-30,-4,81,0.9
O=C(Cn1cnc2c(nnn2-c2cccc(Cl)c2)c1=O)N1CCCC1,-0.48,24,-7,2,3,-20,0,84,1
CC(=O)NC1CC2CCCC(C1)N2S(=O)(=O)c1cccc(F)c1 (configuration not stated),0.031,1,-5,-14,3,-11,-6,91,1
CCCC(=O)Nc1ccc(Cl)c(NC(=O)CC)c1,-0.61,-3,-15,4,6,-12,0,98,0.9
COc1ccc(CCNC(=O)c2c(O)c3c([nH]c2=O)CCCC3)cc1OC,-0.15,1,-8,-3,2,-3,-1,93,0.9
Cc1noc(C)c1C(=O)N1CCN(Cc2ccc3c(c2)OCO3)CC1,/,8,-7,-6,2,2,-9,87,0.8
COc1ccc(C2c3c(oc4ccccc4c3=O)C(=O)N2c2ccccn2)cc1OC (configuration not stated),-0.27,21,6,-5,3,-16,-1,75,0.9
CC1CCCCN1Cc1ccc(-c2nn[nH]n2)cc1 (configuration not stated),0.037,-7,-6,-4,8,-24,-5,83,0.9
O=C(CCN1C(=O)C2CC=C(Cl)CC2C1=O)Nc1ccccc1O (configuration not stated),-0.26,11,-1,0,2,-12,0,85,0.9
Cn1c(C(=O)N2CCCC(C(=O)NCc3ccc4c(c3)OCO4)C2)cc2sccc21 (configuration not stated),-0.41,-5,8,-12,7,6,-4,84,1
COc1ccc(-c2nnc(SCc3ncc(-c4ccccc4)o3)o2)cc1,-1.3,21,6,2,-2,-2,-2,63,1
CN1C(=O)C(O)(c2sc(N)nc2-c2ccccc2)c2ccccc21 (configuration not stated),-0.54,-2,1,-12,-10,-5,-3,85,0.9
FC(F)(F)c1cc(-c2ccco2)nc(-n2nnc3ccccc32)n1,3.5,13,-1,-6,1,-4,-1,56,0.9
CN1CCN(c2ccccc2NC(=O)c2ccc(-c3ccccc3)cc2)CC1,-3,-23,7,-9,2,18,0,105,0.9
CN1CCc2c(sc3ncn4nc(-c5ccccc5O)nc4c23)C1,/,-14,5,-25,/,-7,-17,60,0.9
Cc1noc(C)c1COC(=O)c1cc(=O)[nH]c2ccccc12,2.4,21,0,8,1,-15,1,89,1
COc1cc(-c2c(C#N)c(N)nc3c2CCCC3)ccc1O,-0.43,2,27,-8,3,9,0,91,0.9
COc1cc(C2c3c(oc4c(C)cc(C)cc4c3=O)C(=O)N2Cc2cccnc2)cc(OC)c1OC (configuration not stated),-0.38,5,-2,-5,-2,-29,0,73,1
Cc1cc(C)c(-n2c(O)c(C=NCCN3CCOCC3)c(=O)[nH]c2=O)c(C)c1,/,-10,-9,-33,/,-1,-4,136,0.9
CCc1nc(SCC(=O)Nc2ccc3c(c2)OCCO3)c2oc3ccccc3c2n1,4.5,17,-14,-14,3,14,-1,102,0.9
O=C(CN(c1ccc(F)cc1)S(=O)(=O)c1ccc2c(c1)OCCO2)NCC1CCCO1 (configuration not stated),0.16,-7,18,-11,4,-20,-2,101,0.8
Cc1sc2ncnc(NCC(c3ccco3)N(C)C)c2c1C (configuration not stated),0.022,18,-5,3,3,-30,0,113,0.9
O=c1oc2ccccc2c2c1ncn2CCN1CCOCC1,-0.85,9,-4,-5,7,-17,3,103,1
C=CCOc1c(OC)cc(Cl)cc1C1NC(=O)NC(C)=C1C(C)=O (configuration not stated),1.4,26,-2,-13,14,-2,-3,81,1
CCC(Sc1nncn1C)C(=O)Nc1nnc(-c2ccccc2Cl)s1 (configuration not stated),-0.59,6,23,-57,6,15,-2,70,1
COc1ccccc1N=C1SC(C)CN1C(=O)C1CCC1 (configuration not stated),-0.26,-15,2,5,2,-1,-1,99,0.9
CC(NC(=O)c1cnc2n(c1=O)CCS2)c1ccccc1 (configuration not stated),/,1,0,-13,7,5,-4,70,0.9
O=C(Nc1ccc(F)cc1F)c1cc(-c2ccco2)on1,0.081,26,-14,-5,0,1,-6,71,1
COc1cc(CNc2ccccc2SC)ccc1O,0.89,-8,3,-8,3,-3,-3,108,0.9
O=C(c1c(F)cccc1F)N1CCC(O)(c2cccnc2)CC1,0.94,8,-5,-6,13,-3,-1,72,1
Cc1noc(C)c1CSCC(=O)NC1=NCCS1,-0.17,-1,14,0,-25,-5,/,120,0.9
Cc1ccc(N2C(=O)c3ccccc3C2=O)cc1Cl,0.0023,7,28,-7,3,17,2,64,0.9
Cc1ccccc1-n1nc2c(c1NC(=O)c1ccc(Br)o1)CSC2,-0.89,32,0,4,1,-9,-4,114,0.9
O=C(CCC(=O)N(CC(=O)NC1CCCC1)C1CCCC1)Nc1ccccn1,-0.92,0,-10,3,2,-7,2,99,0.9
CC1CN(S(=O)(=O)Cc2ccccc2)CC(C)O1 (configuration not stated),-0.4,-11,-6,-7,0,-4,-15,171,1
C(=N\n1cnnc1)/c1cn(Cc2ccccc2)c2ccccc12,-0.24,3,-6,-4,-9,-10,-5,107,0.9
COc1cccc(C(=O)Nc2ccccc2N2CCCC2)c1,0.029,-8,-1,-7,-21,-10,-3,73,0.9
COc1cc(C2C(C#N)=C(C)NC3=C2C(=O)CC(C)(C)C3)ccc1OCCO (configuration not stated),-0.84,9,2,-8,0,-1,-5,102,1
COc1ncnc2c1NC(=O)CS2,0.62,-7,-5,2,2,25,-4,98,0.9
CCOC(=O)C1CCN(c2nc3ccccc3nc2C(C#N)C(=O)OC(C)C)CC1 (configuration not stated),-0.28,-12,-3,27,-18,6,4,91,0.8
Cc1cc(CN(C)C)c(O)c(C2(C)CCCCC2)c1,-0.2,2,-12,-7,-10,-8,-2,90,0.9
O=C(NCc1cccs1)C1CCC(=O)N1C1CCCCC1 (configuration not stated),-0.077,-2,8,15,2,-12,-5,80,0.9
